From PubChem
APP transl inh: inhibitors of APP translation via 5'UTR reporter, primary screen, APP 5'UTR luciferase, SH-SY5Y cells; SH-SY5Y APP 5'UTR-luciferase reporter, luminescence; actives 0.82% (n = 190,000); inhibition, % at 2 µM;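 active = inhibition above a set limit, derived from the sample mean plus 3 SD, cut at about 45% in these data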; also: values of inactives mirror those of a sister screen read the other way
STAT1 inh: STAT1 signaling inhibitors, primary screen, cell-based, HTS, luciferase reporter; actives 0.35% (n = 200,000); NIH 3T3 STAT1-luciferase reporter, IFN-gamma, luminescence; inhibition, % at 5.5 µM; AID 920, 2007;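 active = inhibition above a set limit, the mean inhibition across all tested compounds plus 3 SD, cut at about 34% in these data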;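 also: 0% = IFN-gamma with DMSO and 100% = IFN-gamma with 300 µM nifuroxazide; values of inactives mirror those of a sister screen read the other way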
APP 5'UTR act: activators of APP 5'UTR luciferase reporter, primary screen, SH-SY5Y cells. actives 1% (n = 190,000). SH-SY5Y APP 5'UTR luciferase reporter, luminescence; zero percent = DMSO vehicle wells. AID 1276, 2008. activation, % at 2 µM;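 active = activation above a set limit, based on mean plus 3 SD of controls, cut at about 140% in these data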; also: values of inactives mirror those of a sister screen read the other way
FLuc inh counter: firefly luciferase enzyme inhibitors, primary screen, artefact control for luciferase-based inhibitor screens, biochemical, luminescence, ATPLite; Luciferin 4-monooxygenase (Photinus pyralis), P08659; 10 min; inhibition, % at 10 µM; actives 1.5% (n = 200,000); AID 1006, 2008;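 active = inhibition above about 50% when tested at 10 µM, limit read from the data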
Target sequence (P08659 whole entry, looked up): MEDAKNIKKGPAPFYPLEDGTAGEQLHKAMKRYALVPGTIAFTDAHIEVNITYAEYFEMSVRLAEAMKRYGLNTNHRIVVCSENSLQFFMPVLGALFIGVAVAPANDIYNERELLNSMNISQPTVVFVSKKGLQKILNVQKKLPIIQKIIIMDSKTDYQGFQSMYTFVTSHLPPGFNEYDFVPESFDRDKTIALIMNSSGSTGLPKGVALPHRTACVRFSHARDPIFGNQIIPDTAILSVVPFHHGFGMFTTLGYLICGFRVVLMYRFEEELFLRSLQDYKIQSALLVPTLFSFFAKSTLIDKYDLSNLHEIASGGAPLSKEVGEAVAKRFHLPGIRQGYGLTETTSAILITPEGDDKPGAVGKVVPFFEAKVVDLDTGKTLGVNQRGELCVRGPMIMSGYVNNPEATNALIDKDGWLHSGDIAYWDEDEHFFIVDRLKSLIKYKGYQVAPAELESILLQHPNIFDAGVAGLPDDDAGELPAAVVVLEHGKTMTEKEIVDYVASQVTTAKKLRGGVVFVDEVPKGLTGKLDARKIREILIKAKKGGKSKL
STAT3 inh: IL-6 driven STAT3 reporter inhibitors, primary screen, U3A cells, luciferase, luminescence, MLSCN library | actives 0.89% (n = 190,000) | inhibition, % at 5.5 µM | IL-6 STAT3-luciferase reporter; host cell line lacks STAT1;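 active = inhibition above the mean inhibition across all screened compounds plus 3 SD, cut at about 44% in these data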;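 also: 0% = DMSO only wells and 100% = 100 µM nifuroxazide control wells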
STAT1 act: STAT1 signaling activators, primary screen, cell-based, HTS, luciferase reporter; actives 2.6% (n = 200,000); NIH 3T3 STAT1-luciferase reporter, IFN-gamma, luminescence; 100% = IFN-gamma alone, no compound; activation (% of control), % at 5.5 µM;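 active = activation above the screen-wide mean activation plus 3 SD, cut at about 130% in these data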;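 also: raw ratio to IFN-gamma control signal so 100% means no change and 0% no light; values of inactives mirror those of a sister screen read the other way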
NF-kB expr up: activators of NF-kB expression in neurons, primary screen, cell-based, HTS; human neuronal cells, NF-kB reporter expression; active compounds read high; fold change at 12.5 µM; AID 1239, 2008; actives 1.6% (n = 190,000); in the data active = fold change above about 3.3
Hsp70 act: Hsp70 transcriptional activators, primary screen, cell-based, HeLa, Hsp70 promoter luciferase, luminescence, 10 µM. actives 0.04% (n = 200,000). HeLa Hsp70 promoter luciferase reporter; scaled: vehicle 0, proteasome-inhibitor control 100%. activation, % at 10 µM. AID 1203, 2008;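 active = activation above the mean across all tested compounds plus 3 SD, cutoff set per campaign, cut at about 5.5% in these data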;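 also: 100% = MG132 at 30 µM as the positive control and 0% = DMSO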
RAM inhibit: inhibitors of the yeast RAM network, primary screen, dse1pr::URA3 reporter, 5-FOA selection. S. cerevisiae dse1pr::URA3 reporter, 5-FOA growth OD615, 2 d; analog-sensitive cbk1-as2 kinase mutant strain. inhibition, % at 50 µM. actives 1.8% (n = 190,000);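 active = inhibition above a set limit, 3 SD over mean compound inhibition, cut at about 8.4% in these data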;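 also: 0% = DMSO-only wells with no growth and 100% = 10 µM 1-NA-PP1 full growth; inhibition rescues growth on 5-FOA so higher OD means more RAM inhibition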
STAT3 act: IL-6 driven STAT3 reporter potentiators, primary screen, U3A cells, luciferase, luminescence, MLSCN library | IL-6 STAT3-luciferase reporter; 100% = signal with IL-6 EC80 alone | activation (% of control), % at 5.6 µM | actives 0.91% (n = 190,000) | AID 871, 2007;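 active = activation above the screen-wide mean of compound activation plus 3 SD, cut at about 130% in these data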;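 also: 0% = background luminescence of wells with medium and substrate only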
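System – human U3A cells carrying STAT3-luciferase construct · Probe or stimulus – Interleukin-6, 33 ng/mL · Schedule – compound 1 h, then IL-6 6 h at 37 °C · Signal – luminescence from STAT3-driven luciferase reporter · Evaluation – percent of IL-6-only median luminescence · Benchmarks – IL-6-only high control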
An asterisk follows results filed as active; nt = not tested or not shown.

Results follow in this order: APP transl inh	STAT1 inh	APP 5'UTR act	FLuc inh counter	STAT3 inh	STAT1 act	NF-kB expr up	Hsp70 act	RAM inhibit	STAT3 act
(1) O=C(Nc1ccc(Cl)cc1)c1cccc(N2C(=O)C3C4CCC(C4)C3C2=O)c1 (stereo unspecified)
    9.1	0.3	-9.1	2.7	5.8	99.8	0.84	0.7	3.0	94.0
(2) NC(=NC(=O)c1ccccc1)C1=C(O)CCC1=O
    18.5	-8.3	-18.5	4.1	17.4	107.6	1.3	0.2	2.0	86.6
(3) CCSc1nnc(NC(=O)c2ccccc2C)s1
    -56.0	-43.6	56.0	10.3	5.8	137.5*	2.38	0.1	0.1	100.5
(4) O=C(CN1CCN(Cc2ccc(F)cc2Cl)C1=O)NCCc1ccc(Cl)cc1
    8.0	4.6	-8.0	-5.0	16.3	95.8	1.08	0.1	3.7	90.8
(5) Cn1c(=O)[nH]c(=O)c2c1nc1n2CCN1Cc1ccccc1
    -0.7	1.3	0.7	-3.5	6.6	98.8	1.21	-0.1	1.2	98.2
(6) O=C(Nc1ccccc1)Nc1nnc(/C=C/c2ccccc2Cl)s1
    -12.0	-2.9	12.0	-8.8	-6.2	102.6	1.3	-0.4	1.0	104.9
(7) S=c1nn[nH]n1C12CC3CC(CC(C3)C1)C2
    -0.9	-4.1	0.9	-6.5	7.0	101.0	0.98	-0.3	0.5	95.0
(8) c1ccc(Cn2c(NCc3ccco3)nc3ccccc32)cc1
    -5.4	4.8	5.4	0.2	-8.0	95.7	0.82	0.3	3.3	109.7
(9) COc1ccc(CCc2nnc(CCC(=O)NCc3cc(C(C)C)no3)o2)cc1
    -73.5	-32.1	73.5	-6.8	2.2	127.6	2.69	-0.3	0.6	100.1
(10) O=C(Cc1cn2ccsc2n1)Nc1ccccc1Oc1ccccc1
    4.7	4.2	-4.7	-5.9	-2.0	96.1	0.83	-0.3	0.8	105.3
(11) COc1ccc(C(=O)OCC(=O)NCC2CCCO2)cc1 (stereo unspecified)
    13.4	4.8	-13.4	-3.5	-3.7	97.0	1.38	-0.3	-0.9	107.6
(12) CCCCn1c(=O)n(CC(O)c2ccccc2)c(=O)c2c1ncn2C1CCCC1 (stereo unspecified)
    9.7	3.5	-9.7	-2.1	10.8	96.8	0.87	0.0	0.4	94.2
(13) Cc1ccc(N/N=C(\C#N)C(=N)N2CCCCCC2)cc1
    -167.9	-40.6	167.9*	51.2*	16.4	136.2*	5.88*	-0.1	0.6	95.2
(14) CC(C)N(Cc1cc2ccccc2[nH]c1=O)C(=O)c1ccco1
    15.4	-7.9	-15.3	-3.8	-5.6	105.3	0.93	-0.5	-1.0	107.9
(15) CCOC(=O)c1sc(NC(=O)CSc2n[nH]c(CC(C)C)n2)nc1C
    6.0	10.9	-6.0	-5.7	14.7	90.4	1.11	-0.6	1.5	90.4

(list continues)
Results follow in this order: APP transl inh	STAT1 inh	APP 5'UTR act	FLuc inh counter	STAT3 inh	STAT1 act	NF-kB expr up	Hsp70 act	RAM inhibit	STAT3 act
(16) Cc1ccc(-c2nnc3sc(CCc4ccccc4)nn23)cc1
    0.8	-7.9	-0.8	2.4	-4.0	107.3	1.25	-0.2	4.6	106.8
(17) CC1(C)OC(=O)C(=CNC(=O)c2c(F)cccc2F)C(=O)O1
    -1.9	-2.4	1.9	-4.5	-3.9	99.5	1.06	3.6	-0.4	107.4
(18) Cc1nc2c(-c3ccc(Cl)cc3)cnn2c2c1CCC2
    -37.4	-3.4	37.4	8.8	-50.6	102.1	1.32	-0.2	2.3	141.9*
(19) Cc1ccccc1-n1c(Cn2c(=O)sc3ccccc32)nnc1SCC(=O)Nc1nccs1
    4.9	3.6	-4.9	-4.6	1.5	97.5	0.94	-0.2	3.4	98.9
(20) COc1cccc(Cn2nnc(C(=O)Nc3ccc(C)cc3)c2N)c1
    -39.6	-10.5	39.6	-2.0	8.5	109.5	1.36	0.1	1.4	97.0
(21) O=C(COc1ccc(-c2ccccc2)cc1)NNC(=O)NC1CCCCC1
    -23.3	-9.2	23.3	-0.5	-1.9	106.6	1.33	0.1	2.7	108.0
(22) CCc1nnc(NC(=O)C2CCCN2S(=O)(=O)c2ccc(C)cc2)s1 (stereo unspecified)
    5.9	-14.6	-5.9	-3.3	5.5	113.5	1.19	-0.6	2.4	94.9
(23) COC(=O)c1sc(NC(=O)COc2ccccc2)nc1C
    -29.8	-25.7	29.8	18.0	4.0	123.7	2.12	-0.4	2.6	103.2
(24) O=C(O)CCNC(=O)c1ccc(Br)o1
    5.6	-2.5	-5.6	-0.2	9.5	102.9	1.02	-0.1	0.3	97.2
(25) Cc1ccsc1C(=O)Nc1ccc(F)c([N+](=O)[O-])c1
    1.4	-9.6	-1.4	0.0	2.2	108.5	1.16	-0.4	0.2	98.4
(26) CC(C)(C)c1ccccc1NC(=O)Cn1c(=O)cnc2ccccc21
    -4.3	4.6	4.3	-6.2	7.3	95.9	1.02	-0.1	-0.9	92.0
(27) O=C(Nn1c(C2CCCCC2)nc2ccccc2c1=O)c1ccc(Cl)c([N+](=O)[O-])c1
    -6.5	10.4	6.5	-1.9	7.5	90.8	1.15	-0.1	2.8	96.8
(28) COc1ccccc1NC(=O)CSc1nnc(-c2ccco2)o1
    9.8	-2.9	-9.8	-1.9	6.2	102.7	1.13	0.1	-0.1	96.9
(29) CN(Cc1ccccc1)C(=O)c1cc(-c2ccc(Br)cc2)on1
    -8.8	-3.8	8.8	-0.8	10.7	103.4	1.9	-0.3	5.5	93.7
(30) S=C(NCCc1ccc(Cl)cc1)Nc1ccc(Cl)cc1Cl
    -3.8	0.3	3.8	-6.4	4.3	99.7	1.07	-0.2	3.1	95.1

Part of the list above, limited to STAT3 inh.
nr	SMILES	STAT3 inh
17	CC1(C)OC(=O)C(=CNC(=O)c2c(F)cccc2F)C(=O)O1	-3.9
18	Cc1nc2c(-c3ccc(Cl)cc3)cnn2c2c1CCC2	-50.6
19	Cc1ccccc1-n1c(Cn2c(=O)sc3ccccc32)nnc1SCC(=O)Nc1nccs1	1.5
20	COc1cccc(Cn2nnc(C(=O)Nc3ccc(C)cc3)c2N)c1	8.5

The results go on:
Results follow in this order: APP transl inh	STAT1 inh	APP 5'UTR act	FLuc inh counter	STAT3 inh	STAT1 act	NF-kB expr up	Hsp70 act	RAM inhibit	STAT3 act
(31) O=C(COc1ccccc1Br)c1ccc(O)cc1O
    -8.1	-6.7	8.1	2.4	14.6	106.1	1.7	-0.1	-0.9	89.0
(32) COC(=O)c1ccc(NC(=O)C2CCCN2S(=O)(=O)c2ccc(C)cc2)cc1 (stereo unspecified)
    -5.6	-0.1	5.6	-5.0	-7.7	100.9	0.95	-0.3	0.1	106.4
(33) CCC(C)c1ccc(NC(=O)c2cnn3c(C(F)F)cc(C)nc23)cc1 (stereo unspecified)
    9.1	-4.8	-9.1	2.7	11.5	103.0	1.18	-0.4	3.0	93.8
(34) O=C1c2ccccc2C(=O)N1CCCc1nc2ccccc2c(=O)n1Cc1ccco1
    2.6	10.4	-2.6	-5.8	18.2	90.5	1.05	0.0	-0.5	88.5
(35) COC(=O)CC1C(=O)NCCN1C(=S)Nc1cccc(C(F)(F)F)c1 (stereo unspecified)
    11.1	2.1	-11.1	-1.3	8.6	97.0	1.07	-0.2	0.2	94.1
(36) COC(=O)c1sc(NC(=O)c2c(OC)cccc2OC)c(C#N)c1C
    -33.7	3.4	33.7	-5.0	3.4	95.9	1.13	0.1	2.1	98.3
(37) Cc1nnc(N2CCOCC2)c2nn(-c3ccccc3)c(C)c12
    16.8	1.8	-16.8	-4.1	12.7	97.8	1.13	-0.3	2.5	90.5
(38) CC1CCc2nc(NC(=O)C3CCCO3)sc2C1 (stereo unspecified)
    -172.2	-65.9	172.2*	48.2	11.7	160.8*	3.51*	-0.3	-1.1	89.5
(39) Cc1c(NC(=O)c2ccc(S(=O)(=O)N3CC(C)OC(C)C3)cc2)c(=O)n(-c2ccccc2)n1C (stereo unspecified)
    6.2	1.3	-6.2	-3.3	-1.3	98.9	0.94	-0.2	1.6	110.0
(40) CN(C)S(=O)(=O)c1ccc(NC(=O)Cc2ccc(S(=O)(=O)N3CCOCC3)s2)cc1
    -2.8	8.0	2.8	-1.7	7.3	92.4	1.01	0.1	2.5	95.8
(41) Cc1cccc(CC2SC(N3CCN(c4ccccc4)CC3)=NC2=O)c1 (stereo unspecified)
    -9.9	4.2	9.9	-4.2	-4.1	96.2	0.75	-0.3	1.2	106.7
(42) O=C(CN1CCN(c2ncccn2)CC1)N1CCN(C(c2ccccc2)c2ccccc2)CC1
    1.4	-5.7	-1.4	nt	10.4	105.3	nt	-0.4	nt	90.7
(43) Cc1ccc(OCC(=O)NCCO)cc1C
    -9.7	-0.5	9.7	-4.0	-3.0	99.5	1.59	-0.3	0.1	103.5
(44) Cc1cccc(NC(=O)COC(=O)c2ccc3c(c2)OCO3)c1C
    -21.4	-7.1	21.4	-4.5	0.7	105.3	1.04	0.1	3.7	106.3
(45) O=C(C1CCN(Cc2ccc(F)cc2)CC1)N1CCN(C/C=C/c2ccccc2)CC1
    -4.0	-0.4	4.0	-5.0	13.4	99.6	0.82	-0.1	0.5	98.0

The list goes on.
Results follow in this order: APP transl inh	STAT1 inh	APP 5'UTR act	FLuc inh counter	STAT3 inh	STAT1 act	NF-kB expr up	Hsp70 act	RAM inhibit	STAT3 act
(46) C#CCOCCOCCOCCNc1nc(N2CCN(C(=O)[C@H](CCC(=O)O)n3cc(C(N)CO)nn3)CC2)nc(N2CCN(C(=O)[C@H](Cc3cc4ccccc4[nH]3)n3cc(C(N)[C@H](C)CC)nn3)CC2)n1 (stereo partly specified)
    18.6	1.3	-18.6	-8.7	nt	100.2	1.02	-0.1	0.9	nt
(47) CCOC(=O)C/C(N)=N/NC(=O)c1ccc(Cl)cc1Cl
    5.0	-5.3	-5.0	-5.4	16.3	103.2	1.02	-0.1	0.2	94.3
(48) C=CCc1cccc2cc(C(=O)Nc3ccc(NC(C)=O)cc3)c(=O)oc12
    -19.2	-4.8	19.2	-2.7	5.4	105.1	1.53	-0.2	7.5	97.3
(49) COc1cccc(CN(C)CC(=O)Nc2c(C)cccc2C(C)C)c1
    -19.0	-1.9	19.0	-3.5	-1.4	102.2	nt	-0.1	1.6	106.7
(50) Cc1occc1C(=O)N/N=C/c1ccccn1
    1.8	-24.0	-1.8	7.4	-2.3	120.2	1.42	-0.2	1.5	104.0
(51) CC(=O)c1cc(F)c(N2CCN(C(=O)Cc3ccccc3)CC2)cc1C
    -15.5	4.3	15.5	2.1	5.6	96.0	0.7	-0.2	-0.5	98.4
(52) CC1=C(C(=O)OC(C)C)C(c2cccnc2)C2=C(CC(C)(C)CC2=O)N1 (stereo unspecified)
    -4.8	0.8	4.8	-6.6	-9.0	100.1	1.05	-0.1	-0.1	108.7
(53) Cc1ccc2cc(C(c3nnnn3C3CCCC3)N3CCOCC3)c(=O)[nH]c2c1C (stereo unspecified)
    -1.6	-6.2	1.6	-4.1	4.8	105.7	1.09	-0.1	3.0	98.1
